Bioassay records as filed in PubChem.
TRPV1 ag – activates the human vanilloid receptor TRPV1; TRPV1-expressing cells, Fluo-8 calcium influx, agonist mode; activation, % at 8.33 µM; hit rate 0.19% among 320,000; AID 540275; in the data active means activation above about 80%; inconclusive means between about 30% and that limit; further: 0% is about no effect
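Cells expressing TRPV1 were dye-loaded with Fluo-8 and read kinetically: 10 s baseline, 3 min after compound (agonist portion), then 2 min after EC20 capsaicin (allosteric enhancer portion). Calcium-bound dye fluorescence at 480/520 nm.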
Rab9 promoter act – Rab9 promoter activation | Huh7 Rab9 promoter-luciferase reporter, luminescence, 24 h | Potency, µM (doses to about 9.22 µM), without a hit: at the top dose activation, negative = inhibition, usual class: activators | hit rate 2.8% among 320,000 | AID 485297; further: potency means the concentration at half of the fitted maximal effect; % of control where 0% means no effect; nearly all actives have a fitted effect of over 60% in size
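Luminescence from Amplite-detected luciferase (10 minutes, ambient) reports Rab9 promoter activation. Before that, stable Rab9-luciferase Huh7 cells (1500/well, reduced-serum OP-MEM I plus 10% FBS) were exposed to compound for 24 hours at 37C.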
FLuc modulator – counter-screen for miR-21 project: firefly luciferase inhibitors or activators. purified FLuc, Km substrates, luminescence inhibition. Potency, µM (series often up to 57.5 µM), for inactives: at the top dose activity change, negative = inhibition, actives largely listed as inhibitors. hit rate 6.9% among 360,000. AID 588342;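 further: potency means the concentration at half of the fitted maximal effect; plate controls were vehicle for no effect and reference inhibitor for full effect; nearly all actives have a fitted effect of over 55% in size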
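Purified P. pyralis luciferase (10nM final) with 10uM D-luciferin and 10uM ATP (Km levels) in 50mM Tris acetate pH 7.5, 10mM Mg acetate, 0.01% Tween-20, 0.05% BSA; qHTS 6-point titration, ~60 µM downward; luminescence read.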
BRCA1 expr up – BRCA1 expression activation | MCF7-BRCA1-FFLuc reporter, luminescence, 48 h; response scale: scaled: vehicle 0%, 10 µM genistein 100% | Potency, µM (top dose mostly 46.1 µM), without a hit: at the top dose activation, usual class: activators | hit rate 1.1% among 380,000 | AID 624202; further: potency means the concentration at half of the fitted maximal effect; nearly all actives have a fitted effect of over 80% in size; some results filed as inactive show a strong effect at the top dose
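48 h compound treatment of MCF7-BRCA1-FFLuc cells (phenol-red free MEM, 37 °C), then 15 min with luciferase substrate and luminescence imaging.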
ELG1 DNA repair – inhibitors of ELG1-dependent DNA repair in HEK293T cells. HEK293T ELG1-luciferase reporter, luminescence, 16 h; DNA damage induced by 5-fluorouridine. hit rate 2.3% among 330,000. Potency, µM (doses to about 46.1 µM), for the others: at the highest dose activity change, negative = inhibition, actives largely listed as inhibitors; further: potency means the concentration at half of the fitted maximal effect; on the % scale 0 is the no-effect control and ±100 the full control effect; nearly all actives have a fitted effect of over 55% in size
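HEK293T cells expressing luciferase-tagged ELG1 (2,000/well) received 5-Fluorouridine plus compound or DMSO for 16 hr at 37 °C. Luciferase was read by ONE-Glo luminescence after 30 min at room temperature.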
VP16 counter – Gal4-VP16 reporter inhibition counter-screen; Drosophila S2 Gal4-VP16 UAS-luciferase, luminescence, 20 h; Potency, µM (highest dose often 53.6 µM), for inactives: at the top dose activity, negative = inhibition, actives largely listed as inhibitors; hit rate 3.5% among 310,000;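 further: Gal4-VP16 expression switched on by copper sulfate through the metallothionein promoter; potency means the concentration at half of the fitted maximal effect; on the % scale 0 is the no-effect control and ±100 the full control effect; nearly all actives have a fitted effect of over 50% in size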
RORg inh – inhibitors of mouse ROR gamma transcriptional activity | P51450 | Drosophila S2 Gal4-RORgamma UAS-luciferase reporter, 20 h | Potency, µM (titrated, usually from 53.6 µM), for inactives: at the top dose activity change, negative = inhibition, hits mostly inhibitors | hit rate 5.4% among 310,000 | AID 2551; further: potency means the concentration at half of the fitted maximal effect; on the % scale 0 is the no-effect control and ±100 the full control effect; nearly all actives have a fitted effect of over 60% in size
Target sequence (P51450 whole entry, looked up, the tested form may be a part): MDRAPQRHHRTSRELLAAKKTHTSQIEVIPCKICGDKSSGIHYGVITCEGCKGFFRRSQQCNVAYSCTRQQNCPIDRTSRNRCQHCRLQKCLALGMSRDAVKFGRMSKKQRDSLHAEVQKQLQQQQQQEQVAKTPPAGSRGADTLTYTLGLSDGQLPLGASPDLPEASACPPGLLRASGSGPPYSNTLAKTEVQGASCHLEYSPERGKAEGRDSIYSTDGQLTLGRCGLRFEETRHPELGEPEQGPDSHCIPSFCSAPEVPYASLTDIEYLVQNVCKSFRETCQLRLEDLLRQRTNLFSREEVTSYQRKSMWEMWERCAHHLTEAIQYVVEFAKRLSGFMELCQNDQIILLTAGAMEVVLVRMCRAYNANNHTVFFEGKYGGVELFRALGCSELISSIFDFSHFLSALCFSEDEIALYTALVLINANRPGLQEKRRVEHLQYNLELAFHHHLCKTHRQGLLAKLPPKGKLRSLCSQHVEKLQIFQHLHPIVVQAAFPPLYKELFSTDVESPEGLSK
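Stable Schneider cell line, Gal4 DNA-binding domain fused to ROR gamma, UAS-luciferase. Cmpd 1 hr RT → CuSO4 700 uM final → 20 hr RT → luciferase reagent 10 min → luminescence.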
NPC1 prom act – activates the NPC1 promoter; Huh7 NPC1 promoter luciferase reporter, 24 h; Potency, µM (titrated, usually from 9.22 µM), inactives show top-dose activation, hits mostly activators; hit rate 2.4% among 320,000; AID 485313;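 further: potency means the concentration at half of the fitted maximal effect; % of control where 0% means no effect; nearly all actives have a fitted effect of over 60% in size; reporter is driven by a mutant NPC1 promoter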
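Luciferase expression driven by the NPC1 promoter was measured in stably transfected Huh7 cells after a 24 h compound incubation, using a luciferase reagent and a luminescence read.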
Tb PFK inh – blocks T. brucei phosphofructokinase | T. brucei PFK, ADP-Glo luminescence | O15648 | hit rate 0.17% among 330,000 | Potency, µM (doses to about 57.5 µM), without a hit: top-dose activity, negative = inhibition, usual class: inhibitors | AID 485367;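 further: potency means the concentration at half of the fitted maximal effect; 0% = uninhibited 1x PFK enzyme wells and -100% = no-enzyme wells; nearly all actives have a fitted effect of over 60% in size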
Target sequence (O15648 whole entry, looked up): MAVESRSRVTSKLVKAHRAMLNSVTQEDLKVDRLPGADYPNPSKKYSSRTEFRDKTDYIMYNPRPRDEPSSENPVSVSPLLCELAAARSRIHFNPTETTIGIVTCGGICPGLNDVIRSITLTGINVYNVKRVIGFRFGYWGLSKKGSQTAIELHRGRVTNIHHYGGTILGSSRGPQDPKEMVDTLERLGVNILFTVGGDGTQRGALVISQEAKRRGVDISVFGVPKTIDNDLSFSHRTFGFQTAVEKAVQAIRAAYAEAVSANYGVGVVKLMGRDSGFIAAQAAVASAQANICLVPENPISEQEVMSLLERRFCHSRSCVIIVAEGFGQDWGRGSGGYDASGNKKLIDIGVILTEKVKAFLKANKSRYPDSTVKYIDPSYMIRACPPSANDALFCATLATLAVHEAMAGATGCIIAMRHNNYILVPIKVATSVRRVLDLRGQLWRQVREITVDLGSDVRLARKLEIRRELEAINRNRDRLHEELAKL
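Activity is normalized to no-enzyme wells (full inhibition) and 1.25 nM enzyme wells (no inhibition). Reaction: 0.5 mM F6P, 0.1 mM ATP, 45 min RT, ADP-Glo luminescence; concentration-response curves fitted and classed by quality.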
p53 reactivation – restores transcriptional activity of mutant p53. H1299 p53-A138V BP100-luciferase reporter, luminescence, 24 h. Potency, µM (doses to about 92.2 µM), for the others: top-dose activity change, positive = activation, most hits filed as activators. hit rate 0.063% among 320,000; further: potency means the concentration at half of the fitted maximal effect; % of control where 0% means no effect; nearly all actives have a fitted effect of over 45% in size
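p53-null H1299 cells stably carrying temperature-sensitive p53-A138V and a BP100-luciferase reporter were pinned with compounds (4-point, 1:5 series) and held 24 hrs at 37 deg C. Luminescence was read 10 min after detection reagent.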
ELG1 genotox – inducers of genotoxicity in HEK293T ELG1-luciferase cells; HEK293T ELG1-luciferase reporter, luminescence, 16 h; Potency, µM (doses to about 46 µM), for the others: top-dose activity change, positive = activation, usual class: activators; hit rate 1.3% among 330,000; further: potency means the concentration at half of the fitted maximal effect; % of control where 0% means no effect; nearly all actives have a fitted effect of over 60% in size
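Quantitative HTS format in 1536-well plates. HEK293T ELG1-luciferase reporter cells receive test compound and are incubated 16 hr at 37 °C, 5% CO2; ONE-Glo added, 30 min room temperature, then luminescence read.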
* = called active by the depositor; ? = inconclusive; nt = no result given; [ ] = another dose, or the depositor's remark. Unless noted, the call rests on the fitted dose curve; in most records, active means well fitted curve in the direction sought with a large enough effect; inconclusive means small, poorly fitted or top-dose-only effect, or another doubt; inactive means no such curve, though single readings can be large; an effect the other way counts as inactive or inconclusive.

SMILES	TRPV1 ag	Rab9 promoter act	FLuc modulator	BRCA1 expr up	ELG1 DNA repair	VP16 counter	RORg inh	NPC1 prom act	Tb PFK inh	p53 reactivation	ELG1 genotox
Cc1ccc(S(=O)(=O)N2CCC(C(=O)N3CCc4ccccc43)CC2)cc1	2.9	-21.1%	0.7%	-26.9%	0.5%	-0.5%	2.1%	4.9%	0.4%	1.1%	7.6%
CC(C)NC(=O)C(=O)Nc1ccc2c(c1)N(S(=O)(=O)c1cccs1)CCC2	21.6	-3.1%	6.5%	-33.9%	?	nt	nt	-2.3%	-2.3%	-6.6%	-2.6%
COc1ccc(N(CC(=O)NCc2ccccc2OC)S(=O)(=O)c2c(C)nn(C)c2C)cc1	nt	18.0%	1.7%	1.4%	8.7%	-1.5%	8.9%	-3.2%	-0.1%	-2.2%	-0.3%
COc1cccc(C(=O)O/N=C2\CCS(=O)(=O)c3sccc32)c1	?	6.0%	1.51µM*	0.0%	5.6%	5.6%[10 µM]	7.5%	-6.8%	-1.4%	2.1%	0.5%
O=C(N/N=C/c1ccc(O)c(O)c1)N/N=C/c1ccc(O)c(O)c1	-2.2	-13.8%	5.36µM*	26.6%	?	-10.6%	-28.4%	0.0%	?	8.8%	7.3%
C[C@H]1CCC(=O)N([C@H](CN=[N+]=[N-])Cc2ccccc2)CC1	10.5	-5.4%	-0.9%	-2.3%	-4.5%	-6.4%	-4.6%	0.9%	-0.3%	11.9%	0.5%
COc1ccccc1NC(=O)C(C)OC(=O)Cn1cnc2c1c(=O)n(C)c(=O)n2C (centres undefined)	-3.7	-2.5%	8.2%	-14.9%	0.0%	nt	nt	1.9%	-0.5%	-1.1%	0.0%
CCOC(=O)C1=C(C)NC2=C(C(=O)c3ccccc32)C1c1ccc(O)cc1 (centres undefined)	1.3	3.9%	-7.6%	-26.2%	-5.7%	0.4%	-24.3%	-4.6%	2.4%	-12.2%	5.9%
CCCS(=O)(=O)n1nc(-c2ccc(C)cc2)cc1N	8.3	-2.2%	?	46.8%	?	6.5%	?	9.0%	-0.7%	3.9%	?
FC(F)Oc1ccc(C2=Nn3c(nnc3-c3ccccc3Cl)SC2)cc1OCC1CC1	nt	nt	nt	-4.9%	?	nt	nt	nt	4.2%	-3.0%	7.0%
COc1ccc(CC(=O)Nc2c3c(nn2-c2cccc(C)c2C)CS(=O)C3)cc1 (centres undefined)	1.6	-4.6%	0.9%	-13.4%	11.0%	-12.5%	20.4%	-5.4%	-1.7%	-17.0%	0.6%
CCOC(=O)C(=O)c1cn(C2OCC(OC(C)=O)C(OC(C)=O)C2OC(C)=O)c2ccccc12 (centres undefined)	-2.0	2.2%	-13.9%	-15.6%	14.5%	-6.0%	10.0%	2.5%	2.7%	6.9%	1.2%
COc1ccc(NC(=O)CSc2nnc(Cn3nnc4ccccc43)n2C)cc1	-0.9	5.8%	3.8%	0.6%	2.7%	-1.4%	0.0%	-0.8%	1.3%	-1.4%	0.4%
CCc1nnc(SCC(=O)Nc2ccc3c(c2)OCO3)n1CC	-3.5	-3.9%	0.8%	-4.2%	15.1%	3.8%	-0.2%	-5.5%	-2.0%	17.1%	3.1%
COC(=O)c1c(C)[nH]c(O)c1C=Nc1ccc(C#N)cc1	-1.6	-2.9%	-4.7%	-19.4%	-24.2%	4.5%	0.7%	-5.1%	1.3%	-1.4%	7.5%
CC(=O)c1cc(Cl)ccc1OCC(=O)NC1CCCC1	-0.9	?	16.9µM*	64.6%	?	nt	nt	?	18.7%	23.5%	-0.9%
COc1cc(/C=N/N=C2/NC(=O)C(Cc3ccc(F)cc3)S2)ccc1O (centres undefined)	-0.2	25.2%	2.69µM*	-39.5%	?	?	12.6µM*	16.6%	-1.9%	6.5%	?
COc1ccc(N)cc1NC(=O)CN1CCCC1	-3.9	3.3%	-1.6%	2.4%	-18.8%	5.8%	3.0%[1.91 µM]	0.8%	0.7%	nt	-2.4%
O=C(c1cc2nc(-c3ccco3)cc(C(F)(F)F)n2n1)N1CCc2ccccc2C1	2.1	3.2%	2.6%	-27.2%	-15.0%	-5.0%	44.1%	1.8%	2.9%	-5.6%	-4.6%
Cc1ccc(OCc2nc(-c3ccccc3)no2)c(C)c1	2.2	2.24µM*	3.01µM*	?	?	-6.0%	?	2.24µM*	-2.6%	40.0%	3.16µM*

Compound profiles, as listed above. Order of values: TRPV1 ag | Rab9 promoter act | FLuc modulator | BRCA1 expr up | ELG1 DNA repair | VP16 counter | RORg inh | NPC1 prom act | Tb PFK inh | p53 reactivation | ELG1 genotox
COc1cc(/C=N/N=C2/NC(=O)C(Cc3ccc(F)cc3)S2)ccc1O (centres undefined) as listed: -0.2 | 25.2% | 2.69µM* | -39.5% | ? | ? | 12.6µM* | 16.6% | -1.9% | 6.5% | ?
Cc1ccc(S(=O)(=O)N2CCC(C(=O)N3CCc4ccccc43)CC2)cc1 as listed: 2.9 | -21.1% | 0.7% | -26.9% | 0.5% | -0.5% | 2.1% | 4.9% | 0.4% | 1.1% | 7.6%
CCCS(=O)(=O)n1nc(-c2ccc(C)cc2)cc1N as listed: 8.3 | -2.2% | ? | 46.8% | ? | 6.5% | ? | 9.0% | -0.7% | 3.9% | ?

(next part)
SMILES	TRPV1 ag	Rab9 promoter act	FLuc modulator	BRCA1 expr up	ELG1 DNA repair	VP16 counter	RORg inh	NPC1 prom act	Tb PFK inh	p53 reactivation	ELG1 genotox
CCOc1cc(/C=N/NC(=O)c2ccc(CSc3nncn3C)cc2)ccc1OCC(=O)N1CCOCC1	-0.4	-36.8%[inhibitor]	1.3%	-2.4%	-5.3%	-5.7%	-3.2%	0.5%	-3.7%	-0.1%	-4.1%
CCCNC(=O)C(Cc1ccc(OC)cc1)NC(=O)c1ccc(C#N)cc1 (centres undefined)	0.6	-3.5%	-0.3%	-6.9%	5.8%	nt	nt	-1.6%	-4.8%	5.9%	3.0%
O=C(O)[C@H]1CCCN1C(=O)c1ccccc1N1C(=O)[C@@H]2Cc3c([nH]c4ccccc34)C(c3cccc(Cl)c3)N2C1=O (some centres undefined)	3.1	-4.1%	0.1%	0.0%	-16.4%	1.5%	21.8%	-0.8%	-3.6%	nt	5.1%
CC[n+]1c(/C=C/Nc2ccccc2)sc2ccccc21	-2.9	-4.6%	0.8%	-49.0%	-22.5%	-26.1%	23.4%	0.2%	0.2%	-2.9%	-2.3%
COc1ccc(-c2nc(CS(=O)(=O)CC(=O)NCc3ccc(F)cc3)c(C)o2)cc1	23.3	-1.3%	1.9%	6.1%	10.5%	-9.5%	-4.1%	?	-3.3%	6.1%	-0.6%
CCCCC(=O)Nc1nnnn1CCC	0.8	2.7%	5.3%	-11.2%	11.4%	?	14.1µM*	-0.8%	-5.1%	1.2%	1.6%
Cc1ccc(Cl)cc1OCC(=O)NCCOC(=O)Nc1sc(=S)n(C)c1C	-1.7	0.0%	?	-4.5%	-20.1%	17.3%	33.5%	-0.2%	2.9%	-1.6%	0.1%
COC(=O)c1cn(-c2ccccc2)nc1-c1ccncc1	1.4	1.0%	1.4%	20.6%	-0.3%	3.2%	-28.0%	-0.2%	3.7%	14.5%	2.8%
CC(SC1CCCC1)C(=O)NC(C)(C#N)C(C)C (centres undefined)	-0.6	4.5%	2.1%	7.5%	-14.7%	-1.4%	-16.8%	-3.4%	-0.3%	-1.9%	0.1%
OCCCCNCc1ccc(OCc2ccccc2)cc1	-3.3	2.4%	-2.3%	64.3%	?	-5.7%	-15.8%	-0.5%	4.6%	16.6%	10.9%
CC1(C)CC(NS(=O)(=O)c2ccc3ccccc3c2)CC(C)(C)N1	-1.4	1.9%	-1.4%	-8.7%	-3.4%	-5.1%	-29.0%	0.3%	-0.5%	-4.5%	3.5%
Cc1ccc(Nc2nc(-c3sc(NC(=O)c4ccc([N+](=O)[O-])cc4)nc3C)cs2)cc1	-0.4	0.1%	?	nt	?	-9.6%	5.8%	-2.2%	-5.6%	-4.2%	3.1%

Among those listed so far, these have a thiophene ring, fused or not.
SMILES	TRPV1 ag	Rab9 promoter act	FLuc modulator	BRCA1 expr up	ELG1 DNA repair	VP16 counter	RORg inh	NPC1 prom act	Tb PFK inh	p53 reactivation	ELG1 genotox
CC(C)NC(=O)C(=O)Nc1ccc2c(c1)N(S(=O)(=O)c1cccs1)CCC2	21.6	-3.1%	6.5%	-33.9%	?	nt	nt	-2.3%	-2.3%	-6.6%	-2.6%
COc1cccc(C(=O)O/N=C2\CCS(=O)(=O)c3sccc32)c1	?	6.0%	1.51µM*	0.0%	5.6%	5.6%[10 µM]	7.5%	-6.8%	-1.4%	2.1%	0.5%
